A-T KAP1 phos = potential ataxia-telangiectasia treatment. Potency, µM (doses to about 57.5 µM), inactives show at the highest dose activation, actives largely listed as activators. 320,000 compounds, 0.19% hits. […] A-T fibroblasts, KAP-1 phosphorylation AlphaLISA; neocarzinostatin DNA damage 30 min before lysis; further: potency means the concentration at half of the fitted maximal effect; % of control where 0% means no effect; nearly all actives have a fitted effect of over 45% in size
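ATM-like activity read as KAP-1 phosphorylation via AlphaLISA donor/acceptor antibody pairs after lysis and 6 hr at 25C. Cells were ATM-null patient fibroblasts ([…], hTERT), dosed 60 min, then exposed to the DSB inducer NCS for 30 min.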
Mito fusion act = inhibitors of mitochondrial division or activators of mitochondrial fusion; S. cerevisiae fusion-defective mutant growth rescue, CellTiterGlo 48 h; Potency, µM (top dose mostly 46.1 µM), inactives show at the top dose growth rescue (activation), most hits filed as activators; 320,000 compounds, 0.23% hits;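 further: potency means the concentration at half of the fitted maximal effect; % of control where 0% means no effect; nearly all actives have a fitted effect of over 45% in size; temperature-sensitive fusion mutants such as fzo1-1 at 37 °C on non-fermentable ethanol glycerol medium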
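Yeast fusion mutant, YPEG (non-fermentable carbon), compound, 48 h at 37C non-permissive; CellTiterGlo added, 10 min RT, luminescence read. Rescued growth = division inhibition.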
ELG1 repair inh = ELG1-dependent DNA repair inhibition. HEK293T ELG1-luciferase reporter, luminescence, 16 h; DNA damage induced by 5-fluorouridine. Potency, µM (doses to about 46.1 µM), without a hit: at the top dose activity change, negative = inhibition, usual class: inhibitors. 330,000 compounds, 2.3% hits; further: potency means the concentration at half of the fitted maximal effect; on the % scale 0 is the no-effect control and ±100 the full control effect; nearly all actives have a fitted effect of over 55% in size
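DMSO vehicle served as the neutral condition. Each well held 2,000 cells given 5-fluorouridine plus compound; after 16 hr at 37 °C/5% CO2, ONE-Glo was added and luciferase measured 30 min later.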
BCR signal inh = chronic active BCR signaling inhibition; ABC-DLBCL IkBa-CBG/CBR reporter, luminescence ratio, 4 h; Potency, µM (titrated, usually from 46.1 µM), for inactives: top-dose ratio change, negative = lower green/red ratio, hits mostly inhibitors; 340,000 compounds, 0.05% hits; active means well fitted inhibition curve with a large enough effect in the signal ratio, with a control signal flat, not every such curve was filed as active; inconclusive means small, poorly fitted or top-dose-only effect, or effect the other way, or a change in a side signal; the % refers to the signal ratio;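 further: potency means the concentration at half of the fitted maximal effect; plate controls were basal doxycycline-induced cells for no effect and cells given 10 µM MG132 for full effect; MG132 reads +100%, hits lower the ratio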
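TMD8 ABC-DLBCL cells carrying doxycycline-inducible green luciferase fused to IkappaBalpha plus unfused red luciferase were exposed to compounds (up to 46 uM) for 4 hrs at 37C. Activity came from the overlap-corrected green/red luminescence ratio.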
Eya2 phos inh = blocks the phosphatase activity of human Eya2; O00167; recombinant Eya2, OMFP fluorescence dephosphorylation (OMFP is methylfluorescein phosphate); Potency, µM (series often up to 76.9 µM), inactives show at the top dose activity, negative = inhibition, most hits filed as inhibitors; 330,000 compounds, 0.006% hits; further: potency means the concentration at half of the fitted maximal effect; on the % scale 0 is the no-effect control and ±100 the full control effect
Target sequence (O00167 whole entry, looked up): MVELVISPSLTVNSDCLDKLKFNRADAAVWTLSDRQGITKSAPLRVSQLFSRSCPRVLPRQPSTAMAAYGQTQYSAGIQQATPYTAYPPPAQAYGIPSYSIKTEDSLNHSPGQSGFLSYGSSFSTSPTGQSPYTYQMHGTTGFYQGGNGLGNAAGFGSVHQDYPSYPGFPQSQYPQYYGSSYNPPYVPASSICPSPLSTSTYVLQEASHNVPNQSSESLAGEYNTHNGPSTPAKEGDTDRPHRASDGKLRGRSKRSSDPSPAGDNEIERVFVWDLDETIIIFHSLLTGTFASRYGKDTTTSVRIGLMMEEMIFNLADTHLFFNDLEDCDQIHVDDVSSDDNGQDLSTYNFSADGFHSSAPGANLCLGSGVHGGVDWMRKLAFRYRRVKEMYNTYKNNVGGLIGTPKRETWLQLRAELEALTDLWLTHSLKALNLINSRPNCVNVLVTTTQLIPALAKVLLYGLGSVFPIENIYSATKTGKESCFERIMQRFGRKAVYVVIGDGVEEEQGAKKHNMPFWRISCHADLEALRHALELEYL
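Eya2 (0.2 uM) preincubated 10 min at ambient with compound, then OMFP substrate added at 50 uM; 10 min reaction in 50 mM HEPES pH 7.5, 50 mM NaCl, 5 uM MgCl2, 0.05% BSA, 1 mM DTT. Fluorescence read at Ex 485/Em 525 nm.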
TSG101-PTAP inh = blocks PTAP/TSG101 interaction to inhibit HIV-1 budding. 340,000 tested, under 10 active. AID 493005. Potency, µM (doses to about 115 µM), inactives show top-dose activity change, negative = inhibition, most hits filed as inhibitors. Q99816. Fluorescence polarization, FITC-PTAP peptide / Tsg101 binding; active means well fitted inhibition curve with a large enough effect in the main read-out, with a control signal flat, not every such curve was filed as active; inconclusive means small, poorly fitted or top-dose-only effect, or effect the other way, or a change in a side signal; inactive means no such curve, though single readings can be large or run the other way; further: potency means the concentration at half of the fitted maximal effect; % of control where 0% means no effect
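Tsg101 binding domain (10 uM final) was mixed with compound and a FITC-labeled PTAP peptide (50 nM final) in HEPES pH 7.5 buffer with NaCl, Tween 20, EDTA and TCEP; fluorescence polarization was read after 20 min at r.t.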
TSHR antagonist = blocks TSH signaling through the human TSH receptor | 330,000 compounds, 0.2% hits | activity change, negative = inhibition, % at 11.5 µM | TSHR-expressing cells, TSH-stimulated cAMP HTRF, 2 h; active compounds read low | AID 504810 | P16473;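 active means activity change below a set negative limit, meaning inhibition stronger than a set level, cut at about -70% in these data; inconclusive means activity change between two set negative limits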; further: on the % scale 0 is the no-effect control and ±100 the full control effect
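TSHR-expressing cells, 200/well, pre-treated with compound, then stimulated with EC80 TSH (4nM final) for 2 hours at 37 deg C. cAMP measured by competitive HTRF: anti-cAMP cryptate antibody in lysis buffer plus cAMP-d2, read after 30 minutes at room temperature.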
Tb PFK block = inhibitors of T. brucei phosphofructokinase. T. brucei PFK, ADP-Glo luminescence. Potency, µM (titrated, usually from 57.5 µM), for inactives: top-dose activity, negative = inhibition, most hits filed as inhibitors. 330,000 compounds, 0.17% hits. AID 485367;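 further: potency means the concentration at half of the fitted maximal effect; 0% = uninhibited 1x PFK enzyme wells and -100% = no-enzyme wells; nearly all actives have a fitted effect of over 60% in size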
Target sequence (O15648 whole entry, looked up): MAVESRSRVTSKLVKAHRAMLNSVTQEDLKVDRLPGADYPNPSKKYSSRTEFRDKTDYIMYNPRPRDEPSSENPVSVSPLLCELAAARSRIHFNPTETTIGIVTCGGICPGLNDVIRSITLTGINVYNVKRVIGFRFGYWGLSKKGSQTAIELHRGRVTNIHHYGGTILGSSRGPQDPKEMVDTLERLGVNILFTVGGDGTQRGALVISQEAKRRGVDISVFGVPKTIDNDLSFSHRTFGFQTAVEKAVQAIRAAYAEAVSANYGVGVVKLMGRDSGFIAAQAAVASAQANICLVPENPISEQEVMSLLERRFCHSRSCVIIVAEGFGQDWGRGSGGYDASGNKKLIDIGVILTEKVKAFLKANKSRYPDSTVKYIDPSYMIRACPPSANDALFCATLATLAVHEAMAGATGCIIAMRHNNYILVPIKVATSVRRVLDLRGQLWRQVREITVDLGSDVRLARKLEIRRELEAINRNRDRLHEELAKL
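In TEA buffer at pH 8.0 with 5 mM MgCl2, enzyme (1.25 nM) converted F6P (0.5 mM) and ATP (0.1 mM) for 45 min at room temperature. ADP product was read by luciferase luminescence.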
TCR activator = activators of T cell receptors; AID 504894; 330,000 tested, under 10 active; primary human leukocytes, anti-CD3, IL-2 HTRF, 48 h; Potency, µM (titrated, usually from 9.22 µM), without a hit: at the highest dose activation of IL-2 secretion, actives largely listed as activators; further: % of control where 0% means no effect
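HTRF read-out of IL-2 secretion: europium cryptate donor excited at 320nm, d2 acceptor emission at 665nm. Cells were primary human leukocytes incubated 48 hr with compounds and a-CD3 beads, supplying TCR signal only.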
S-ASM inh = blocks human secretory acid sphingomyelinase | P17405 | placental ASM, HMU-PC fluorogenic substrate, 60 min | Potency, µM (series often up to 57.5 µM), for the others: at the top dose activity change, negative = inhibition, usual class: inhibitors | 340,000 compounds, 0.006% hits | AID 504937; further: potency means the concentration at half of the fitted maximal effect
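Steps: dispense placental human ASM, pin compound, wait 10 min at room temperature, add HMU-PC0 substrate at 9 uM final, incubate 60 min at 37 °C, add stop solution raising pH to 10, read fluorescence.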
a7 integrin act = integrin-mediated muscular dystrophy alleviation activation; alpha7betagal myoblasts, beta-gal FDG fluorescence, 48 h; 350,000 compounds, 0.064% hits; Potency, µM (highest dose often 38.3 µM), inactives show top-dose activation, usual class: activators; AID 624291;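 further: potency means the concentration at half of the fitted maximal effect; 100% = response of the positive control SU9516; nearly all actives have a fitted effect of over 60% in size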
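alpha7betagal+/- myoblasts (passage 13, 250/well) treated 48 h at 37C with compounds at 1:260 dilution of DMSO stock. Lysed, then beta-galactosidase activity read as FDG fluorescence (ex 480/em 540) after 30 min, with pre-read for autofluorescence.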
Starred values were filed as active, the others as inactive; u = inconclusive; x = no result given; & = joins results of further samples; [ ] = remark or other dose. Unless noted, the call rests on the fitted dose curve; in most records, active means well fitted curve in the direction sought with a large enough effect; inconclusive means small, poorly fitted or top-dose-only effect, or another doubt; inactive means no such curve, though single readings can be large; an effect the other way counts as inactive or inconclusive.

compound	A-T KAP1 phos	Mito fusion act	ELG1 repair inh	BCR signal inh	Eya2 phos inh	TSG101-PTAP inh	TSHR antagonist	Tb PFK block	TCR activator	S-ASM inh	a7 integrin act
Cc1cccc(CS(=O)(=O)c2ncc(Cl)c(C(=O)NCc3ccccc3)n2)c1	-16%	-21%	u	u	-4%	-1%	-45	-17%	2%	1%	-62%[inhibitor]
Cc1nnsc1S(=O)c1ccc(Cl)cc1 (stereo not given)	12%	-10%	u	-2%	-11%	-2%	-4	-1%	-13%	-1%	-50%[inhibitor]
COc1ccccc1CNC(=O)COC(=O)c1ccc(C)c(S(=O)(=O)N2CCCCC2)c1	5%	5%	-15%	-14%	3%	0%	-14	2%	5%	-2%	-20%
Cc1ccc(CNC(=O)CN(C)S(=O)(=O)c2cccs2)cc1	-2%	3%	25%	0%	-8%	0%	-3	-4%	0%	0%	-32%
Cc1nc2ccc(S(=O)(=O)NC(C(=O)Nc3nc4ccc(Cl)cc4s3)C(C)C)cc2s1 (stereo not given)	1%	-2%	2%	12%	5%	-3%	-11	u	11%	0%	-23%
O=C(O)CC(NC(=O)C12CC3CC(CC(C3)C1)C2)c1cccc(Cl)c1 (stereo not given)	-23%	-5%	-1%	5%	3%	-6%	-8	4%	-1%	5%	-15%
Cc1ccc(NC(=O)CN(C)C(=O)c2ccc(Cl)c(S(=O)(=O)NCc3ccco3)c2)cc1	2%	x	-4%	1%	-13%	-8%	-15	-4%	-9%	0%	12%
CCOC(=O)C(C)(C)Oc1ccc(Cl)cc1	4%	-1%&3%	10%	4%	-3%&7%	0%	-12&5	-3%	1%	-1%	x
Cc1cc(CN(C)C(=O)CC2C(=O)NCCN2Cc2c(F)cccc2Cl)n[nH]1 (stereo not given)	9%	5%	-8%	-12%	3%	-1%	-30	4%	1%	10%	8%
CSCCC(NC(=O)c1cccc(C)c1)C(=O)OCC(=O)Nc1c(C)nn(-c2ccccc2)c1C (stereo not given)	27%	9%	5%	0%	1%	-3%	55	-12%	-1%	-1%	4%
CC(=O)N1CCN(c2ccc(NCc3ccc(C)cc3)cc2)CC1	8%	-5%	u	0%	-4%	-10%	-15	-4%	1%	1%	-25%
CCOc1ccc(CCNC(=O)CSc2cc(=O)n(C)c3cc(Cl)ccc23)cc1OCC	-4%	0%	-19%	18%	-15%	5%	-1	4%	-4%[46.1 µM]	-1%	-20%
Cc1ccccc1CN1CCNC(=O)C1CC(=O)O (stereo not given)	2%	-2%	0%	0%	14%	-4%	2	-6%	0%	5%	9%
O=C(CN1CCN(Cc2ccccc2F)C1=O)NCc1ccco1	-3%	0%	6%	21%	-8%	-5%	-3	-3%	-2%	2%	2%
CCN(CC(=O)Nc1c(F)cccc1F)C(=O)c1cc([N+](=O)[O-])ccc1N1CCCCC1	-7%	7%	-11%	15%	-2%	-3%	5	3%	5%	x	0%

Following part:
compound	A-T KAP1 phos	Mito fusion act	ELG1 repair inh	BCR signal inh	Eya2 phos inh	TSG101-PTAP inh	TSHR antagonist	Tb PFK block	TCR activator	S-ASM inh	a7 integrin act
COc1cccc(NC(=O)C(=O)c2cn(CC(=O)N3CCOCC3)c3ccccc23)c1	-6%	1%	-1%	x	-11%	3%	23	-11%	1%	1%	-40%
O=C(CN1CCCCCC1)Nc1ccccc1C(=O)Nc1ccccc1	1%	3%	u	u	-2%	1%	-4	-1%	-12%	4%	10%
CCOc1ccc(CN2CCN(C(=O)c3cccc(F)c3)CC2)cc1	x	-1%	u	-7%	3%	-2%	-12	-4%	-7%[46.1 µM]	-1%	-28%
COc1ccccc1N1CCN(C(=O)C2CCC(Cn3c(=S)[nH]c4ccccc4c3=O)CC2)CC1 (stereo not given)	-2%	-2%	u	-10%	-1%	-4%	7	3%	1%	-5%	-50%[inhibitor]
O=C(CC1Sc2ccccc2NC1=O)Nc1cccnc1 (stereo not given)	16%	-2%	-5%	2%	-1%	-1%	11	-18%	5%[46.1 µM]	6%	-29%
CCN1CCN(C(CNS(=O)(=O)c2cccs2)c2cccnc2)CC1 (stereo not given)	-8%	0%	108%	0%	3%	-6%	4	-5%	-3%	7%	15%
Cc1ccc(OCCOCCNC(C)(C)C)c([N+](=O)[O-])c1	-3%	1%	-3%	-1%	7%	-2%	19	-3%	1%[46.1 µM]	x	6%
CC(CCl)OC(C)CCl (stereo not given)	5%	-9%	16%	0%	14%	-1%	1	4%	2%	0%	x
CCOC(=O)CC1=C(C(=O)OCC)C(c2ccc(OC)c(OC)c2)C(C#N)=C(N)O1 (stereo not given)	-3%	-3%	2%	4%	1%	0%	-1	23%	-2%	0%	-21%
CCc1ccc(-c2cc(C)no2)cc1S(=O)(=O)NCc1ccco1	1%	-7%	-7%	1%	1%	-4%	-13	14%	-4%	-6%	-35%
O=C(OCC(=O)N1CCCC1=O)C1CCN(S(=O)(=O)c2ccc(Cl)c(C(F)(F)F)c2)CC1	-13%	-4%	9%	0%	-2%	-3%	6	-3%	x	4%	-2%
COc1ccccc1NC(=S)N1CCN(c2ccccc2F)CC1	-7%	-12%	-8%	-3%	-6%	-3%	14	-2%	2%	2%	-27%
N#Cc1cc2c(nc1S(=O)(=O)Cc1ccccc1)CCCC2	20%	-2%	13%	1%	19%	0%	42	-2%	0%	-1%	-7%
C=CCn1c(C)cc(C2=NNC(=NCc3ccccc3)SC2)c1C	-2%	u	u	0%	-11%	-4%	3	-1%	0%	-2%	-6%
CCc1cccc(C)c1NC(=O)CSc1n[nH]c(N)n1	-9%	x	-2%	1%	9%	-4%	-10	-8%	2%	4%	0%

Of the compounds above, these contain an NH in an aromatic ring:
compound	A-T KAP1 phos	Mito fusion act	ELG1 repair inh	BCR signal inh	Eya2 phos inh	TSG101-PTAP inh	TSHR antagonist	Tb PFK block	TCR activator	S-ASM inh	a7 integrin act
Cc1cc(CN(C)C(=O)CC2C(=O)NCCN2Cc2c(F)cccc2Cl)n[nH]1 (stereo not given)	9%	5%	-8%	-12%	3%	-1%	-30	4%	1%	10%	8%
COc1ccccc1N1CCN(C(=O)C2CCC(Cn3c(=S)[nH]c4ccccc4c3=O)CC2)CC1 (stereo not given)	-2%	-2%	u	-10%	-1%	-4%	7	3%	1%	-5%	-50%[inhibitor]
CCc1cccc(C)c1NC(=O)CSc1n[nH]c(N)n1	-9%	x	-2%	1%	9%	-4%	-10	-8%	2%	4%	0%

(continued)
compound	A-T KAP1 phos	Mito fusion act	ELG1 repair inh	BCR signal inh	Eya2 phos inh	TSG101-PTAP inh	TSHR antagonist	Tb PFK block	TCR activator	S-ASM inh	a7 integrin act
Cc1ccc(C)c(NC(=O)CS(=O)(=O)c2cn(C)c3ccccc23)c1	-2%	1%	1%	5%	10%	-7%	12	-1%	-3%[46.1 µM]	-3%	34%
c1ccc(Cn2c(NCc3ccccn3)nc3ccccc32)cc1	2%	3%	-4%	7%	-1%	-8%	-5	7%	1%	-1%	10%
CSc1ccc(C2=CC(=O)C[C@H](c3ccc(Cl)cc3)C2)cc1	16%	u	-20%	u	7%	-3%	3	-6%	-6%	290%[activator]	17%
CC(C)CC(C(=O)NCC1CCCO1)N(C(=O)Cn1nnc(-c2ccc(F)cc2)n1)c1ccccc1F (stereo not given)	-3%	7%	-24%	-3%	-5%	-3%	6	0%	1%	-2%	8%
CCOC(=O)N1CCc2c(sc3nc4n(c(=O)c23)N=C(C)CS4)C1	-3%	1%	-16%	3%	-29%	-1%	19	0%	-2%	33%[activator]	-19%
